GDH-TPI inh – GDH-TPI coupled enzyme inhibition counter-screen | GDH-TPI coupled enzyme counterscreen, NADH absorbance | actives 1.2% (n = 360,000) | AID 588335 | inhibition, % at 4.8 µM; in the data active = inhibition above about 30%;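 note: 0% = DMSO wells and 100% = wells lacking the enzyme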
BoNT F protease – inhibitors of Botulinum neurotoxin F light chain protease | Multiplex microsphere protease cleavage assay, flow cytometry | AID 588497 | inhibition, % at 10 µM | actives 0.22% (n = 360,000); in the data active = inhibition above about 35%, passing the limit was not always enough; note: plate controls were buffer without enzyme for full effect and enzyme alone for no effect
FadD28 binding – blocks FadD28 binding to the bisubstrate probe; fluorescence polarization; inhibition, % at 12.5 µM; actives 0.22% (n = 360,000); AID 588549; in the data active = inhibition above about 8.5%, passing the limit was not always enough
UGM FP inh – blocks M. tuberculosis UGM enzyme; inhibition, % at 10 µM; purified UGM, fluorescence polarization probe displacement; P9WIQ1; actives 0.06% (n = 320,000); in the data active = inhibition above about 10%, passing the limit was not always enough
Target sequence (P9WIQ1 whole entry, looked up): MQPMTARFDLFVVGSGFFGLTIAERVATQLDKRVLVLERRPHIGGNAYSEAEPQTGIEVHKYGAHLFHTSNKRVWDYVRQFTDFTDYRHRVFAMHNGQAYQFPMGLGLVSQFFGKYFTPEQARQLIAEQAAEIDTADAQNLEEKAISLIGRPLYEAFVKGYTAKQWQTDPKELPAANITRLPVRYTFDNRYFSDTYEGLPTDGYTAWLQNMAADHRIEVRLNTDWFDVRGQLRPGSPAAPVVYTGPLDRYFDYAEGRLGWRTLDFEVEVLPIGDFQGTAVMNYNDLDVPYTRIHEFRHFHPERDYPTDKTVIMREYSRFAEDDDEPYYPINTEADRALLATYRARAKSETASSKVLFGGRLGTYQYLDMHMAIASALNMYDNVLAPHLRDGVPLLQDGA
Mtb FBA inh – inhibitors of M. tuberculosis fructose-bisphosphate aldolase; actives 2.3% (n = 360,000); P9WQA3; purified M. tuberculosis FBA, fluorescence read-out; inhibition, % at 1 µM; AID 588726; in the data active = inhibition above about 27%;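 note: 0% = vehicle and 100% = reference inhibitor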
Target sequence (P9WQA3 whole entry, looked up): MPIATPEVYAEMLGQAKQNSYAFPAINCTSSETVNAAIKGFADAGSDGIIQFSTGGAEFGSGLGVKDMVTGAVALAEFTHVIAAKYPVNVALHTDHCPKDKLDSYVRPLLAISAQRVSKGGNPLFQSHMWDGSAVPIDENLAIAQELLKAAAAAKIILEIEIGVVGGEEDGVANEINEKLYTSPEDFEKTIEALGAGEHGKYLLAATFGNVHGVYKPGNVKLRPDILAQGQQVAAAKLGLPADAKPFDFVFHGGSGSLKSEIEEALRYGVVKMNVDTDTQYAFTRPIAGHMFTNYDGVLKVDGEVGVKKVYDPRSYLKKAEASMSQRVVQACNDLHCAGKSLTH
MazF activator – increases E. coli MazEF RNase cleavage of RNA; P0AE70; FAM/BHQ RNA-DNA oligo cleavage fluorescence, 5 h; activation, % at 20 µM; actives 0.32% (n = 350,000); in the data active = activation above about 50%
Target sequence (P0AE70 whole entry, looked up): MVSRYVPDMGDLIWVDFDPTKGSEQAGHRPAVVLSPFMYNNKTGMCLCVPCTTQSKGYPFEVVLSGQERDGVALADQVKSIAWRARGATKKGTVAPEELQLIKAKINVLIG
BioA inh – BioA (M. tuberculosis) enzyme inhibition; purified M. tuberculosis BioA enzyme, plate reader; inhibition, % at 9.99 µM; actives 0.096% (n = 360,000); AID 602481; in the data active = inhibition above about 40%
Rv3671c protease – Rv3671c (M. tuberculosis) protease inhibition. P9WHR9. inhibition, % at 5.96 µM. actives 0.048% (n = 320,000); in the data active = inhibition above about 38%;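 note: extracellular domain of Rv3671c used as enzyme; 0% = enzyme with DMSO and 100% = no enzyme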
PrPC surface inh – cell surface PrPC inhibition, primary TR-FRET screen | actives 0.43% (n = 370,000) | inhibition, % at 13.8 µM | TR-FRET read-out | AID 720596; in the data active = inhibition above about 24%; note: 0% = median of the test wells and 100% = reference compound wells
Starred values were filed as active, the others as inactive. This is a random part of the collection; 4.8% or so of the library scored in one or more.

The opening 7 records, ahead of the listing:
Results for COc1ccc(NC(=O)CSc2n[nH]c(N)n2)cc1OC ?
GDH-TPI inh: 2; BoNT F protease: 4; FadD28 binding: -1.4; UGM FP inh: -0.5; Mtb FBA inh: 0; MazF activator: 3; Rv3671c protease: 4; PrPC surface inh: 0

How did O=S(=O)(NC1c2cccc3cccc(c23)C1N1CCN(CCO)CC1)c1ccccc1 (stereo not given) do in these assays?
GDH-TPI inh: 12; BoNT F protease: -2; FadD28 binding: -0.9; Mtb FBA inh: 1; MazF activator: -3; BioA inh: 0.1; PrPC surface inh: 34*

What do the screens show for `COc1ccc(CCNC(=O)Cc2ccc(Cl)cc2)cc1OC`?
GDH-TPI inh: 0; BoNT F protease: -4; FadD28 binding: -3.3; UGM FP inh: -2.2; Mtb FBA inh: -2; MazF activator: 5; BioA inh: -1.7; Rv3671c protease: 2; PrPC surface inh: 11

Results for CCOC(=O)c1[nH]c(C)c(CN(C(C)=O)c2ccc(OCC)cc2)c1C ?
GDH-TPI inh: -2; BoNT F protease: -2; FadD28 binding: 0.7; UGM FP inh: -0.3; Mtb FBA inh: -2; MazF activator: 8; Rv3671c protease: 5; PrPC surface inh: 7

How did Nc1nonc1C(=O)N/N=C/c1ccc(Br)o1 do in these assays?
GDH-TPI inh: 18; BoNT F protease: -4; FadD28 binding: -2.4; UGM FP inh: -2.7; Mtb FBA inh: 2; MazF activator: 1; Rv3671c protease: 5; PrPC surface inh: 1

Results for Cc1cc(C)c(C(=O)OCCNC(=O)c2cccnc2)cc1C ?
GDH-TPI inh: 0; BoNT F protease: 11; FadD28 binding: 0.7; UGM FP inh: 1.4; Mtb FBA inh: 2; MazF activator: -6; BioA inh: 3.5; Rv3671c protease: 2; PrPC surface inh: 6

How did COc1ccc(CC(=O)N/N=C(\C)c2cccs2)cc1 do in these assays?
GDH-TPI inh: 8; BoNT F protease: -22; FadD28 binding: -2.1; UGM FP inh: 3.3; Mtb FBA inh: -1; MazF activator: 11; BioA inh: -1.6; Rv3671c protease: -5; PrPC surface inh: -3

The whole of this part, previewed entries included:
Results for COc1ccc(NC(=O)CSc2n[nH]c(N)n2)cc1OC ?
GDH-TPI inh: 2; BoNT F protease: 4; FadD28 binding: -1.4; UGM FP inh: -0.5; Mtb FBA inh: 0; MazF activator: 3; Rv3671c protease: 4; PrPC surface inh: 0

How did O=S(=O)(NC1c2cccc3cccc(c23)C1N1CCN(CCO)CC1)c1ccccc1 (stereo not given) do in these assays?
GDH-TPI inh: 12; BoNT F protease: -2; FadD28 binding: -0.9; Mtb FBA inh: 1; MazF activator: -3; BioA inh: 0.1; PrPC surface inh: 34*

What do the screens show for `COc1ccc(CCNC(=O)Cc2ccc(Cl)cc2)cc1OC`?
GDH-TPI inh: 0; BoNT F protease: -4; FadD28 binding: -3.3; UGM FP inh: -2.2; Mtb FBA inh: -2; MazF activator: 5; BioA inh: -1.7; Rv3671c protease: 2; PrPC surface inh: 11

Results for CCOC(=O)c1[nH]c(C)c(CN(C(C)=O)c2ccc(OCC)cc2)c1C ?
GDH-TPI inh: -2; BoNT F protease: -2; FadD28 binding: 0.7; UGM FP inh: -0.3; Mtb FBA inh: -2; MazF activator: 8; Rv3671c protease: 5; PrPC surface inh: 7

How did Nc1nonc1C(=O)N/N=C/c1ccc(Br)o1 do in these assays?
GDH-TPI inh: 18; BoNT F protease: -4; FadD28 binding: -2.4; UGM FP inh: -2.7; Mtb FBA inh: 2; MazF activator: 1; Rv3671c protease: 5; PrPC surface inh: 1

Results for Cc1cc(C)c(C(=O)OCCNC(=O)c2cccnc2)cc1C ?
GDH-TPI inh: 0; BoNT F protease: 11; FadD28 binding: 0.7; UGM FP inh: 1.4; Mtb FBA inh: 2; MazF activator: -6; BioA inh: 3.5; Rv3671c protease: 2; PrPC surface inh: 6

How did COc1ccc(CC(=O)N/N=C(\C)c2cccs2)cc1 do in these assays?
GDH-TPI inh: 8; BoNT F protease: -22; FadD28 binding: -2.1; UGM FP inh: 3.3; Mtb FBA inh: -1; MazF activator: 11; BioA inh: -1.6; Rv3671c protease: -5; PrPC surface inh: -3

How did CCC(=O)Nc1sccc1C(=O)OC do in these assays?
GDH-TPI inh: 4; BoNT F protease: -1; FadD28 binding: -4.3; UGM FP inh: 1.4; Mtb FBA inh: 1; MazF activator: 5; Rv3671c protease: 4

Results for CS(=O)(=O)N1Cc2ccccc2CC1C(=O)Nc1ccccc1C(N)=O (stereo not given) ?
GDH-TPI inh: 7; BoNT F protease: 4; FadD28 binding: -1.4; UGM FP inh: 0.6; Mtb FBA inh: -6; MazF activator: -5; BioA inh: -3.1; Rv3671c protease: -10; PrPC surface inh: -1

Results for CCCC1NC(=O)c2cccnc2-n2c1nc1cc(C)cc(C)c1c2=O (stereo not given) ?
GDH-TPI inh: 10; BoNT F protease: -3; FadD28 binding: -0.8; Mtb FBA inh: -2; MazF activator: 6; BioA inh: 2.0; PrPC surface inh: 8

Results for CC1=NN(C(C#N)c2ccccc2)C(c2ccccc2)C1 (stereo not given) ?
GDH-TPI inh: 9; FadD28 binding: -0.1; UGM FP inh: 0.9; Mtb FBA inh: -1; MazF activator: 7; BioA inh: 1.5; Rv3671c protease: 12; PrPC surface inh: -8

What do the screens show for `Nc1c(C(=O)NCCN2CCOCC2)c2nc3ccccc3nc2n1-c1ccc2c(c1)OCO2`?
GDH-TPI inh: 22; BoNT F protease: 2; FadD28 binding: -0.6; UGM FP inh: 1.3; Mtb FBA inh: 4; MazF activator: -3; BioA inh: -1.6; Rv3671c protease: 3; PrPC surface inh: -36

Results for O=C(OCC(=O)N1CCN(C(=O)c2ccco2)CC1)c1ccc(Cl)cc1 ?
GDH-TPI inh: -2; FadD28 binding: -0.4; UGM FP inh: -0.8; Mtb FBA inh: -1; MazF activator: 4; BioA inh: -0.1; Rv3671c protease: -11; PrPC surface inh: 0

How did COCCOC(=O)C1=C(N)Oc2c(c(=O)oc3ccccc23)[C@@]12C(=O)Nc1ccccc12 do in these assays?
GDH-TPI inh: 5; BoNT F protease: 16; FadD28 binding: -4.1; UGM FP inh: -0.4; Mtb FBA inh: 4; MazF activator: 3; BioA inh: 4.1; Rv3671c protease: 8; PrPC surface inh: 2

Results for CCC(C)(C)n1nnnc1C(c1ccc2ncccc2c1)N1CCN(c2nc3ccccc3s2)CC1 (stereo not given) ?
GDH-TPI inh: -1; BoNT F protease: 3; FadD28 binding: -3.1; UGM FP inh: 0.0; Mtb FBA inh: -3; MazF activator: -7; BioA inh: 1.4; Rv3671c protease: -18; PrPC surface inh: -10

How did CC(C(=O)NCc1ccc(Cl)cc1)n1cccc1C(=O)c1ccccc1 (stereo not given) do in these assays?
GDH-TPI inh: 9; BoNT F protease: 5; FadD28 binding: -2.5; UGM FP inh: -1.0; Mtb FBA inh: 0; MazF activator: -6; BioA inh: 0.5; Rv3671c protease: -9; PrPC surface inh: 13

How did CC(C)C(c1nnnn1Cc1ccccc1)N1CCN(Cc2ccco2)CC1 (stereo not given) do in these assays?
GDH-TPI inh: 8; BoNT F protease: -16; FadD28 binding: -0.1; UGM FP inh: 1.5; Mtb FBA inh: 1; MazF activator: 9; BioA inh: 1.4; Rv3671c protease: -9; PrPC surface inh: -4

How did O=C(COC(=O)c1ccccc1F)Nc1ccc2c(c1)OCCO2 do in these assays?
GDH-TPI inh: 7; BoNT F protease: -2; FadD28 binding: 0.8; Mtb FBA inh: 0; MazF activator: 2; BioA inh: -2.4; PrPC surface inh: 4

How did CCC(C(=O)O)n1c(C(F)(F)F)nc2ccccc21 (stereo not given) do in these assays?
GDH-TPI inh: -8; BoNT F protease: -4; FadD28 binding: -3.2; UGM FP inh: 0.0; Mtb FBA inh: 0; MazF activator: -10; BioA inh: -0.2; Rv3671c protease: 1; PrPC surface inh: 3

Results for NS(=O)(=O)c1ccc(CCNC(=O)c2ccc(-c3ccccc3)cc2)cc1 ?
GDH-TPI inh: 21; BoNT F protease: -14; FadD28 binding: -2.2; UGM FP inh: -1.6; Mtb FBA inh: 0; MazF activator: -8; BioA inh: -0.1; Rv3671c protease: -26; PrPC surface inh: -6

What do the screens show for `CCC1CCC2(CC1)NC(=O)N(CC(=O)NCc1ccccc1Cl)C2=O` (stereo not given)?
GDH-TPI inh: 0; BoNT F protease: -6; FadD28 binding: -4.3; UGM FP inh: 0.3; Mtb FBA inh: 1; MazF activator: 3; BioA inh: -1.9; Rv3671c protease: -7; PrPC surface inh: 3

What do the screens show for `CN(C)C(=O)CSc1nnc(Cc2ccc([N+](=O)[O-])cc2)o1`?
GDH-TPI inh: -9; BoNT F protease: 5; FadD28 binding: -3.3; UGM FP inh: 1.7; Mtb FBA inh: -4; MazF activator: 4; BioA inh: 3.2; Rv3671c protease: -5; PrPC surface inh: -11

How did Cc1ccccc1OCC(O)CN(CCO)Cc1ccccc1 (stereo not given) do in these assays?
GDH-TPI inh: -6; BoNT F protease: 3; FadD28 binding: -2.1; UGM FP inh: 0.3; Mtb FBA inh: 3; MazF activator: -9; Rv3671c protease: -6; PrPC surface inh: -2

Results for CC1Sc2ccc(C(=O)OCc3ccccc3Cl)cc2NC1=O (stereo not given) ?
GDH-TPI inh: 1; BoNT F protease: -1; FadD28 binding: -0.5; UGM FP inh: 0.4; Mtb FBA inh: 0; MazF activator: 8; BioA inh: -1.3; Rv3671c protease: 9; PrPC surface inh: 0

Results for Cc1ccc2c(c1)C1CN(C)CCC1N2C(=O)COc1ccccc1F (stereo not given) ?
GDH-TPI inh: 4; BoNT F protease: 4; FadD28 binding: -1.7; UGM FP inh: -0.1; Mtb FBA inh: 2; MazF activator: 4; BioA inh: 0.6; Rv3671c protease: 9; PrPC surface inh: -2

What do the screens show for `NC(=O)c1ccc(-n2nnnc2SCC(=O)Nc2ccc(N3CCOCC3)c(Cl)c2)cc1`?
GDH-TPI inh: 3; BoNT F protease: -9; FadD28 binding: -1.6; UGM FP inh: -1.6; Mtb FBA inh: 3; MazF activator: 19; BioA inh: 0.1; Rv3671c protease: -1; PrPC surface inh: 1

What do the screens show for `Cc1ccc(C)c(NC(=O)COC(=O)c2ccc3c(c2)OCCO3)c1`?
GDH-TPI inh: -1; BoNT F protease: -19; FadD28 binding: -1.1; UGM FP inh: -0.9; Mtb FBA inh: 4; MazF activator: -7; BioA inh: -1.3; Rv3671c protease: -21; PrPC surface inh: -1

Results for Nn1c(-c2cccc(Br)c2)n[nH]c1=S ?
GDH-TPI inh: -3; BoNT F protease: -8; FadD28 binding: -3.2; UGM FP inh: -1.4; Mtb FBA inh: -5; MazF activator: 3; BioA inh: -1.0; Rv3671c protease: 2; PrPC surface inh: -9

How did CCOC(=O)C(N)CSC1CC(=O)N(c2ccc(C(=O)OC)cc2)C1=O (stereo not given) do in these assays?
GDH-TPI inh: -8; BoNT F protease: -2; FadD28 binding: -1.9; UGM FP inh: 0.4; Mtb FBA inh: 5; MazF activator: 1; BioA inh: -1.4; Rv3671c protease: 2; PrPC surface inh: -1

What do the screens show for `CN(C)/C=N/c1c(C#N)cnn1-c1ccc(C(F)(F)F)cn1`?
GDH-TPI inh: 10; BoNT F protease: 1; FadD28 binding: -0.6; UGM FP inh: -2.0; Mtb FBA inh: -1; MazF activator: -1; BioA inh: -0.4; Rv3671c protease: 0; PrPC surface inh: 1

How did CCCc1cc(=O)oc2c(C)c(OCC(=O)NC3CCN(Cc4ccccc4)CC3)ccc12 do in these assays?
GDH-TPI inh: 8; BoNT F protease: -1; FadD28 binding: 0.2; UGM FP inh: 4.4; Mtb FBA inh: 5; MazF activator: 8; BioA inh: -0.8; Rv3671c protease: -16; PrPC surface inh: -7

Results for CCOCc1cn(CC(=O)c2ccc(Cl)cc2)c(C)nc1=N ?
GDH-TPI inh: 5; BoNT F protease: -5; FadD28 binding: -0.6; UGM FP inh: 2.0; Mtb FBA inh: 3; MazF activator: 1; BioA inh: -1.0; Rv3671c protease: 9; PrPC surface inh: -3

How did CN(C)C(CNC(=O)c1cccc(S(=O)(=O)N2CCN(c3ccc(F)cc3)CC2)c1)c1ccccc1 (stereo not given) do in these assays?
GDH-TPI inh: 4; BoNT F protease: 11; FadD28 binding: -2.4; Mtb FBA inh: 2; MazF activator: 6; BioA inh: -2.5; PrPC surface inh: 1
